DAT uptake mod: changed human dopamine transporter uptake under cocaine IC80. 110,000 compounds, 1.3% hits. AID 449768. B-score at 10 µM. Q01959. LLC-PK1 hDAT cells, [14C]-dopamine uptake with cocaine IC80; actives deviate in either direction;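 active = Z score or B-score, a plate-position-corrected score, falls beyond the plate's 99.7% confidence bounds, in either direction; inactive = both scores lie inside the 99.7% bounds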;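 note: scored against the spread of the other compound wells on the same plate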
CYP2C19 inh: inhibitors of human CYP2C19 | AID 778 | CYP2C19 Supersomes, luciferin-H EGE luminescence, 30 min | P33261 | inhibition, % at 5 µM | 96,000 compounds, 21% hits;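 active = CYP2C19 inhibition above a set limit at 5 µM in the primary screen, cut at about 50% in these data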;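 note: plate controls were negative control wells for no effect and 2.5 mM tranylcypromine positive control for full effect; values of inactives mirror those of a sister screen read the other way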
CYP2C19 activ: cytochrome P450 2C19 (human) activation; recombinant CYP2C19, luciferin-H EGE luminescence; stronger effect = higher value; 0 = fully inhibited enzyme, 1 = untreated enzyme; activation factor at 5 µM; 96,000 tested, under 10 active; AID 1025;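 active = activation factor of at least 2 at 5 µM in the primary screen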;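 note: 0 = wells with 2.5 mM tranylcypromine and 1 = vehicle-only wells; values of inactives mirror those of a sister screen read the other way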
PostGolgi yeast: growth inhibition of a yeast mutant, post-Golgi transport screen; post-Golgi transport phenotypic cell assay; inhibition, % at 10 µM; 98,000 compounds, 0.9% hits; AID 739;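 note: yeast cells grown in 1536-well plates; yeast grown about 18 h at 30C before absorbance read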
sEH activator: increases human soluble epoxide hydrolase activity; P34913; purified human sEH enzymatic activity, activator screen; activation, % at 2 µM; 91,000 compounds, 0.04% hits; AID 717; in the data active = activation above about 37%; note: values of inactives mirror those of a sister screen read the other way
Target sequence (P34913 whole entry, looked up): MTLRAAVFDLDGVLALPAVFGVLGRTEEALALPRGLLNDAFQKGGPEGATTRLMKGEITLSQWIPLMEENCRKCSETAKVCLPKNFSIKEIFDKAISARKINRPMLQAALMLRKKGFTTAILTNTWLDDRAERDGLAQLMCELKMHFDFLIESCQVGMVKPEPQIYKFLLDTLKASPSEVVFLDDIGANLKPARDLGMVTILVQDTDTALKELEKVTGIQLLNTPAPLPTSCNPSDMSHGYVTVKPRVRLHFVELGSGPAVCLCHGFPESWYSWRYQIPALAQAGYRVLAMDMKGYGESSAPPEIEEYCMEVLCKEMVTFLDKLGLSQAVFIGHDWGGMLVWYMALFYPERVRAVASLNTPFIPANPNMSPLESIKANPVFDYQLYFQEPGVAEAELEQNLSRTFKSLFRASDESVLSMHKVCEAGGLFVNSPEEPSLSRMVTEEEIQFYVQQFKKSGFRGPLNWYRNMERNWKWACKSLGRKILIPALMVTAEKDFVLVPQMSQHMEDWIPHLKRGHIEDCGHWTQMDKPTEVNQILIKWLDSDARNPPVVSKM
S1P2 agonist: activates the human S1P2 receptor; O95136; S1P2-expressing cell line, agonist reporter read-out; activation, % at 4.5 µM; 97,000 compounds, 0.46% hits; AID 729; in the data active = activation above about 16%;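 note: 0% = vehicle low control and 100% = maximal reference agonist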
Target sequence (O95136 whole entry, looked up): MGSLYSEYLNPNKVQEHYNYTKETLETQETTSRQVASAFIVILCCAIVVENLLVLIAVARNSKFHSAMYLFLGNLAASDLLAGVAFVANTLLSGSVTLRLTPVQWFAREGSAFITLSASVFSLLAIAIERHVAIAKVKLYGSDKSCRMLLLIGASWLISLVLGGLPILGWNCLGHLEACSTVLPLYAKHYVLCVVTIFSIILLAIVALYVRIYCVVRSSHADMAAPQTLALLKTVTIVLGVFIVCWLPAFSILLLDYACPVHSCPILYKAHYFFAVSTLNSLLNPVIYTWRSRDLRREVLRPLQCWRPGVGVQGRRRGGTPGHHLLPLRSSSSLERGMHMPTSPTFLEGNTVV
sEH inh: inhibitors of human soluble epoxide hydrolase; 91,000 compounds, 0.34% hits; AID 707; recombinant human sEH enzymatic activity assay; P34913; inhibition, % at 2 µM; in the data active = inhibition above about 80%; note: values of inactives mirror those of a sister screen read the other way; many of its hits are not listed in these tables
PostGolgi ctrl: growth of the yeast control strain, post-Golgi counter-screen | efflux-deficient yeast background strain, growth absorbance A615, 16 h | inhibition, % at 10 µM | 98,000 compounds, 5% hits | AID 738
S1P2 antag: blocks the human S1P2 receptor; AID 736; O95136; 97,000 compounds, 0.21% hits; cell-based S1P2 antagonist assay, inhibition at 5 uM; inhibition, % at 5 µM; in the data active = inhibition above about 45%;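 note: CRE beta-lactamase reporter cells expressing human S1P2 stimulated with S1P; 0% = agonist at EC80 alone and 100% = agonist plus reference antagonist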
* marks the source's active call; other numbers are inactive results; · = not tested or not shown. Cut-off read from the data, not from the text of the source, unless noted: active = inhibition above about 30%; inactive = the rest.

Fields – DAT uptake mod	S1P2 antag	PostGolgi yeast	sEH activator	sEH inh	S1P2 agonist	CYP2C19 activ	CYP2C19 inh	PostGolgi ctrl
> CCOC(=O)c1nn(-c2ccc(F)cc2)c(C)c1C(C)=O
  0.074	10	2	18	-14	-4	0	99*	23
> CCOc1ccccc1NC(=O)CSc1nc(N)c(C#N)cc1C#N
  -0.035	27	2	2	-2	-6	1	-1	7
> Cc1ccc(S(=O)(=O)N(CC(=O)N2CCC(C(N)=O)CC2)Cc2ccc(F)cc2)cc1
  -0.83	6	6	-7	7	-5	0.7	30	-4
> Cc1ccc(NC(=O)c2sc3nc[nH]c(=O)c3c2C)c(C)c1
  0.087	12	13	2	-1	-6	1	3	9
> CCOC(=O)COn1c(=O)c(-c2cccs2)[n+]([O-])c2ccccc21
  -0.22	-8	-3	7	-9	0	0.7	25	19
> CCCOc1nc2c(c(=O)n(C)c(=O)n2C)n1CCC
  0.55	·	-1	·	·	·	0.8	16	-4
> CCOC(=O)N1CCN(C(=O)c2cc(-c3ccc(F)cc3)[nH]c2C)CC1
  1.5	-106	-1	7	-7	-2	0.7	33	10
> O=C(NCc1cccc(C(F)(F)F)c1)C1CC(c2ccccc2[N+](=O)[O-])=NO1 (centres undefined)
  1.2	9	-2	1	2	-6	0.6	40	6
> Cc1cc(C)n(C(=O)CNC(=O)C(c2ccccc2)c2ccccc2)n1
  0.35	4	·	-8	11	-2	·	·	·
> COC(=O)c1ccccc1S(=O)(=O)Nc1ccc2cn[nH]c2c1
  -0.32	21	19	2	-2	-6	0.1	89*	11
> O=C(CC1CCS(=O)(=O)C1)NC1CCCCC1 (centres undefined)
  -0.69	-7	6	-12	11	-2	1	1	9
> COc1cccc(C(=O)N2CCN(C(=O)c3cccc(F)c3)CC2)c1
  0.35	-8	-7	-6	7	-1	·	·	5
> COc1ccc(CC(=O)Nc2ccc3c(c2)CCC3)cc1OC
  1.6	-7	-12	-41	40	-2	0.2	81*	1
> COc1cccc(-c2nnc(SCC(=O)N3CCOCC3)o2)c1
  0.78	-9	-1	0	1	2	1.1	-9	2
> CCc1nc(SCC(=O)NNC(=O)C(C)C)c2ccccc2n1
  -1.2	1	7	·	·	-2	0.8	18	-6
> COc1ccc(CN(Cc2nc3ccccc3c(=O)[nH]2)C(=O)NC2CCCCC2)cc1
  1.1	-22	23	17	-15	7	0.5	47	25
> O=C(Cc1cn2ccsc2n1)Nc1ccccn1
  -2	13	13	7	-8	-5	1.1	-9	-2
> O=C(CCN1CCCC1)Nc1cccc(Br)c1
  -0.81	12	2	-5	6	-1	1.1	-7	-6
> COC(=O)c1ccc(NC(=O)Nc2ccc(C)cc2)cc1
  0.28	-3	-6	-44	46	-4	1	3	-4
> CCCN1C2CCCC1CC(NC(=O)Nc1cccc(C(C)=O)c1)C2 (centres undefined)
  0.46	8	5	-4	4	-4	1	0	3
> Cc1nc2cc(O)ccc2n1C
  0.12	4	2	16	-17	-1	1.1	-14	-5
> CCCOc1ccc(/C(O)=C2/C(=O)C(=O)N(CCCOC)C2c2ccncc2)cc1 (centres undefined)
  0.063	13	-4	6	-8	-10	1.2	-17	1
> Cc1cccc(C)c1N1CCc2cn[nH]c21
  -0.034	5	5	-5	8	-5	0.6	36	0
> CN(C)CCNC(=O)CN1C(=O)COc2ccc(C(C)(C)C)cc21
  -0.47	27	-1	10	-12	-5	1.1	-7	-1
> O=C(NC1CCCC1)C(c1ccc(N2CCOCC2)cc1)N(Cc1ccco1)C(=O)c1ccco1 (centres undefined)
  1.3	25	-1	10	-11	-2	0.9	7	10
> Cc1ccc(C(c2nnnn2CCC(C)C)N2CCN(C)CC2)cc1 (centres undefined)
  -1	9	8	14	-14	-8	0.9	13	10
> Cc1ccc(/C=N\NC(=O)Cn2nnc3ccccc32)o1
  -0.76	4	-1	9	-7	-4	1.1	-13	1
> COC(=O)/C(=C(/F)SCC(C)=O)C(F)(F)F
  -0.55	-12	2	1	-2	-4	0.9	7	4
> O=C(CSCc1cnn(-c2ccccc2)c1-n1cccc1)NCCN1CCOCC1
  0.57	-9	5	-22	23	-4	0.7	32	-1
> COC(=O)c1ccccc1NC(=O)CSc1nc(-c2ccco2)cc(C(F)(F)F)n1
  0.41	·	3	·	·	·	1	2	27
> Cn1cnnc1SCc1ccc(F)c2ccccc12
  -0.85	-8	1	-1	2	-9	0.4	56*	6
> COC(=O)c1cccc(S(=O)(=O)N2CCN(c3nc4ccccc4s3)CC2)c1
  0.11	2	-3	1	0	-1	0.8	24	-3
> Cc1nc(-c2ccccc2)sc1C(=O)CSc1ccc(Br)cc1
  0.52	3	1	4	-2	-4	0.9	13	1
> Cc1cc(NC(=O)c2ccc(F)cc2F)n(-c2nc3ccccc3[nH]2)n1
  -2.4	-8	3	2	-2	-7	1	0	11
> O=C(Nc1ccc(SC(F)F)cc1)c1ccc2nccnc2c1
  -0.58	17	-2	-75	75	-2	0.9	9	31*
> CCc1ccc2oc(-c3ccc(N)cc3)nc2c1
  1.4	0	3	-9	8	-3	1.1	-6	14
> O=C(NC(=O)c1cccc(OC(F)(F)C(F)F)c1)OC1CCS(=O)(=O)C1 (centres undefined)
  -0.42	·	2	·	·	·	0.9	6	0
> COc1ccc2c(c1)C1(Nc3ccccc3-c3nc4ccccc4n31)C(=O)N2 (centres undefined)
  -0.47	1	2	18	-19	-3	1.1	-12	5
> CC(=O)NC(CCS(C)(=O)=O)C(=O)Nc1ccc2c(c1)OCO2 (centres undefined)
  -0.57	·	0	·	·	·	1.2	-16	0
> Cn1ncc(Br)c1C(=O)Nc1ccc(F)cc1F
  0.15	0	·	3	-3	-3	·	·	·

Taken from above.
Value of Cn1ncc(Br)c1C(=O)Nc1ccc(F)cc1F in S1P2 antag: 0
Value of Cc1nc(-c2ccccc2)sc1C(=O)CSc1ccc(Br)cc1 in S1P2 antag: 3

Additional entries.
Fields – DAT uptake mod	S1P2 antag	PostGolgi yeast	sEH activator	sEH inh	S1P2 agonist	CYP2C19 activ	CYP2C19 inh	PostGolgi ctrl
> O=C(Nc1ccc(F)cc1F)c1noc2c1CCC2
  -0.02	·	-6	·	·	·	1.1	-9	29
> O=C(NCc1cccs1)c1ccccc1C(=O)NCc1cccs1
  -0.44	5	-3	11	-7	-4	0.6	35	-3
> CCOC(=O)C(CSCC(=O)c1ccc(Br)cc1)NC(=O)OC(C)(C)C (centres undefined)
  0.89	-13	-1	-5	3	-9	0.1	93*	1
> O=C(c1ccc(-c2ccccc2)cc1)c1ccccc1C(=O)N1CCOCC1
  1.3	-13	-1	10	-11	-3	0.7	34	6
> CCOC(=O)c1ccc(NC(=O)Nc2c(C)nn(C)c2C)cc1
  0.59	15	10	2	-4	-2	1	4	9
> Cc1ccc2cc(-c3noc(C4CCCO4)n3)c(=O)[nH]c2c1 (centres undefined)
  1.3	-4	-1	-10	9	-3	1.1	-8	2
> CC12CC3CC(C)(C1)CC(C(=O)Nc1nn[nH]n1)(C3)C2
  -1.6	·	19	·	·	·	0.9	11	6
> Cc1ccc(CNC(=O)CSc2c3c(nc4cc(Cl)ccc24)CCCC3)o1
  -0.045	4	13	-7	9	-11	0.2	80*	9
> O=C(Nc1cc(C(F)(F)F)ccc1N1CCOCC1)c1cncc(Br)c1
  -0.041	·	7	·	·	·	0.8	18	26
> CCc1nnc(NC(=O)c2ccc3c(c2)C(=O)N(CC(C)C)C3=O)s1
  0.061	6	·	-9	10	-5	·	·	·
> Cc1ccccc1-n1c(=O)cc(N2CCN(Cc3ccccc3)CC2)[nH]c1=O
  0.42	·	4	·	·	·	1.1	-14	11
> COc1ccc(Oc2cc(C)c3cccc(C)c3n2)cc1
  -0.33	-17	-5	9	-13	-6	1	4	13
> CCOC(=O)N1CCC(NC(=O)c2cc(C(=O)NCc3cccc(Cl)c3)ccc2CO)CC1
  -0.044	0	-3	-7	7	-2	0.8	18	1
> CCCn1nnc(NC(=O)C(c2ccccc2)c2ccccc2)n1
  -0.035	-2	34*	6	-3	-4	0.6	35	8
> COc1ccc(-c2nnc(SCC(=O)NCc3cccs3)n2C)cc1
  -0.27	3	·	0	3	-5	·	·	·
> CCOC(=O)C1CCCN(C(=O)c2cc(Nc3ccc(OC)cc3)nc3ccccc23)C1 (centres undefined)
  1.9	-2	22	6	-4	0	0.8	20	15
> Cc1ccc(-c2noc(CC(c3ccccc3)c3ccccc3)n2)cc1
  -0.37	2	2	25	-28	0	0.8	20	3
> COc1ccc(CNC(=O)C(c2cccs2)N(Cc2ccco2)C(=O)Cc2cccs2)cc1 (centres undefined)
  -0.45	-4	·	15	-9	-3	·	·	·
> CCC(=O)Nc1cccc(NC(=O)CSc2nnnn2C)c1
  -0.32	4	2	-9	9	-2	1	-2	12
> CSc1ccccc1NC(=O)CSCc1ccc(C)cc1
  0.75	-22	5	6	-3	-3	0.6	41	10

Whole records, looked up by structure.
O=C(NC1CCCC1)C(c1ccc(N2CCOCC2)cc1)N(Cc1ccco1)C(=O)c1ccco1 (centres undefined) across the screens: DAT uptake mod = 1.3; S1P2 antag = 25; PostGolgi yeast = -1; sEH activator = 10; sEH inh = -11; S1P2 agonist = -2; CYP2C19 activ = 0.9; CYP2C19 inh = 7; PostGolgi ctrl = 10
CCCN1C2CCCC1CC(NC(=O)Nc1cccc(C(C)=O)c1)C2 (centres undefined) across the screens: DAT uptake mod = 0.46; S1P2 antag = 8; PostGolgi yeast = 5; sEH activator = -4; sEH inh = 4; S1P2 agonist = -4; CYP2C19 activ = 1; CYP2C19 inh = 0; PostGolgi ctrl = 3
O=C(CC1CCS(=O)(=O)C1)NC1CCCCC1 (centres undefined) across the screens: DAT uptake mod = -0.69; S1P2 antag = -7; PostGolgi yeast = 6; sEH activator = -12; sEH inh = 11; S1P2 agonist = -2; CYP2C19 activ = 1; CYP2C19 inh = 1; PostGolgi ctrl = 9

Remaining list, next part.
Fields – DAT uptake mod	S1P2 antag	PostGolgi yeast	sEH activator	sEH inh	S1P2 agonist	CYP2C19 activ	CYP2C19 inh	PostGolgi ctrl
> O=c1[nH]c2ccccc2n1CCCOc1ccccc1
  -0.01	-8	-3	0	0	-1	0.2	82*	21
> COC(=O)Cc1cc(=O)[nH]c(/N=C(/NC(=O)c2ccccc2)Nc2ccccc2C)n1
  ·	12	·	-6	5	-1	·	·	·
> O=C(C1CCN(S(=O)(=O)c2cccc3nsnc23)CC1)N1CCc2ccccc2C1
  1.2	21	-7	4	-6	-5	0.7	27	10
> Cn1c(=O)c2c(nc(CN3CCOCC3)n2CCN2CCOCC2)n(C)c1=O
  1.3	·	-2	·	·	·	1.2	-16	-8

An excerpt from above in order of the DAT uptake mod value, highest first.
Compound | DAT uptake mod | S1P2 antag | sEH activator | sEH inh | S1P2 agonist | CYP2C19 activ | CYP2C19 inh
Cn1c(=O)c2c(nc(CN3CCOCC3)n2CCN2CCOCC2)n(C)c1=O | 1.3 | · | · | · | · | 1.2 | -16
O=C(C1CCN(S(=O)(=O)c2cccc3nsnc23)CC1)N1CCc2ccccc2C1 | 1.2 | 21 | 4 | -6 | -5 | 0.7 | 27
O=c1[nH]c2ccccc2n1CCCOc1ccccc1 | -0.01 | -8 | 0 | 0 | -1 | 0.2 | 82*

Screening results (PubChem)
